USP30 inh = inhibitors of human USP30 deubiquitinase | hit rate 5.3% among 47,000 | inhibition, % at 25 µM | Q70CQ3 | purified USP30, Ub-rhodamine cleavage fluorescence
USP10 block = human USP10 deubiquitinase inhibition. purified USP10, Ub-rhodamine fluorescence, 60 min. inhibition, % at 20 µM. Q14694. hit rate 1.1% among 47,000
USP7 block = human USP7 deubiquitinase inhibition; inhibition, % at 20 µM; purified USP7, Ub-rhodamine cleavage fluorescence; AID 1645854; hit rate 0.3% among 47,000
UCHL1 block = blocks human UCHL1 ubiquitin-rhodamine cleavage; P09936; purified UCHL1, Ub-rhodamine cleavage fluorescence; inhibition, % at 20 µM; hit rate 0.2% among 47,000
USP17 block = blocks human USP17 ubiquitin-rhodamine cleavage; inhibition, % at 50 µM; hit rate 6.5% among 47,000; purified USP17, Ub-rhodamine cleavage fluorescence, 3 h
USP28 inh = inhibitors of human USP28 deubiquitinase | purified USP28, Ub-rhodamine cleavage fluorescence, 30 min | inhibition, % at 25 µM | hit rate 3% among 47,000
USP8 inh = blocks human USP8 ubiquitin-rhodamine cleavage; P40818; purified USP8, Ub-rhodamine cleavage fluorescence, 30 min; inhibition, % at 20 µM; hit rate 4.2% among 47,000
Target sequence (P40818 whole entry, looked up): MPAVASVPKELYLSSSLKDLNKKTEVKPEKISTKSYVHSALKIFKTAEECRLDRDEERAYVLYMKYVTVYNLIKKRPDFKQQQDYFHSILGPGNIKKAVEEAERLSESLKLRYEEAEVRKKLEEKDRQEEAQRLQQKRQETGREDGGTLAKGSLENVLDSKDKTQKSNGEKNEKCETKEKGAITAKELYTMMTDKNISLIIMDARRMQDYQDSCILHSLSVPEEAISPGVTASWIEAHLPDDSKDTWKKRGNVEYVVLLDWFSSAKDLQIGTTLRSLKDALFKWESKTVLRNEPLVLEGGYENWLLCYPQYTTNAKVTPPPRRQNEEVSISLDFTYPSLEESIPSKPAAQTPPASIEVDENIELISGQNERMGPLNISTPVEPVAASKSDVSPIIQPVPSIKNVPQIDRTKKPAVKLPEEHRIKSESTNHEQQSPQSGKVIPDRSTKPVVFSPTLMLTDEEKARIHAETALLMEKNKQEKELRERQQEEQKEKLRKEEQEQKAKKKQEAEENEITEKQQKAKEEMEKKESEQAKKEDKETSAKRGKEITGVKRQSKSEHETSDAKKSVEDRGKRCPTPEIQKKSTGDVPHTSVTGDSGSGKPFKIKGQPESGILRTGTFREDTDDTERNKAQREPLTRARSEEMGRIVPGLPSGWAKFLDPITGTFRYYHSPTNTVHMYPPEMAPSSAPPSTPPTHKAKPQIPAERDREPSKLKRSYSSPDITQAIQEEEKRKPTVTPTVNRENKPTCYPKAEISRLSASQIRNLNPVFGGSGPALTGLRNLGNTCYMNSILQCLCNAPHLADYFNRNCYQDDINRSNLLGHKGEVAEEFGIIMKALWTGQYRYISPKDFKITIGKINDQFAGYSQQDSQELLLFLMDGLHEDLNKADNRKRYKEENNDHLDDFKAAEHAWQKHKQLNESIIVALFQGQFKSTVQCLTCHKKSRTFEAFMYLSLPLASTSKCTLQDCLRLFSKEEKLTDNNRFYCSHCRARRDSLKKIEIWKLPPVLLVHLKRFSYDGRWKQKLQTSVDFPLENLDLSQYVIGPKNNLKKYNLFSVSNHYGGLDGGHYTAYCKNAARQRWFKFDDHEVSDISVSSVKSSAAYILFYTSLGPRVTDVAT
OTUD3 inh = human OTUD3 deubiquitinase inhibition; hit rate 0.7% among 47,000; Q5T2D3; purified OTUD3, Ub-rhodamine fluorescence, 2 h; AID 1645858; inhibition, % at 25 µM
The depositor's hits bear a star; x = not tested or not shown. Rule as the data show it: active = inhibition above about 30%; inactive = the rest.

Sample of the layout (8 entries):
Key to letters – A = USP30 inh; B = USP10 block; C = USP7 block; D = UCHL1 block; E = USP17 block; F = USP28 inh; G = USP8 inh; H = OTUD3 inh
1: CCOC(=O)c1ccc(N2C(=O)C(C)S(=O)(=O)C2c2ccccc2)cc1 (stereo unspecified)
  A: -15; B: -3; C: 0; D: 0; E: 0; F: 12; G: -15; H: 7
2: CCc1ccc(NC(=O)Cn2ncc3c(N4CCCC4)ncnc32)cc1
  A: -5; B: -2; C: -5; D: 1; E: -13; F: 9; G: 0; H: -3
3: c1ccc(CNCc2cccn2-c2nnc(N3CCOCC3)s2)cc1
  A: -34; B: -5; C: -5; D: -6; E: 25; F: -13; G: 6; H: -12
4: CCOc1ccc(NC(=O)CN2CCC3(CC2)N=C(c2ccc(Cl)cc2)C(=O)N3)cc1
  A: 0; B: -2; C: 3; D: 0; E: -5; F: -1; G: -13; H: 0
5: CN1C[C@@H]2C[C@H](NC(=O)Nc3cccc(Cl)c3)CN2Cc2ccccc21
  A: -39; B: 0; C: 2; D: 5; E: 0; F: 11; G: -2; H: 6
6: COc1ccccc1N1CCN(C(=O)C2CCN(c3nc(NC(C)=O)ns3)CC2)CC1
  A: 11; B: -1; C: 1; D: 2; E: 3; F: 3; G: -30; H: 10
7: CCN1CCN(CC(=O)NCCc2ccc(OC)c(OC)c2)CC1
  A: 22; B: 0; C: 6; D: 1; E: 13; F: 8; G: 19; H: 9
8: CC(=O)Nc1ccc2nc(N3CCC(C(=O)N4CCN(C)CC4)CC3)cc(C)c2c1
  A: 22; B: 0; C: 4; D: 5; E: 13; F: 15; G: 31*; H: 15

All compounds of this part, repeating the preview:
Key to letters – A = USP30 inh; B = USP10 block; C = USP7 block; D = UCHL1 block; E = USP17 block; F = USP28 inh; G = USP8 inh; H = OTUD3 inh
1: CCOC(=O)c1ccc(N2C(=O)C(C)S(=O)(=O)C2c2ccccc2)cc1 (stereo unspecified)
  A: -15; B: -3; C: 0; D: 0; E: 0; F: 12; G: -15; H: 7
2: CCc1ccc(NC(=O)Cn2ncc3c(N4CCCC4)ncnc32)cc1
  A: -5; B: -2; C: -5; D: 1; E: -13; F: 9; G: 0; H: -3
3: c1ccc(CNCc2cccn2-c2nnc(N3CCOCC3)s2)cc1
  A: -34; B: -5; C: -5; D: -6; E: 25; F: -13; G: 6; H: -12
4: CCOc1ccc(NC(=O)CN2CCC3(CC2)N=C(c2ccc(Cl)cc2)C(=O)N3)cc1
  A: 0; B: -2; C: 3; D: 0; E: -5; F: -1; G: -13; H: 0
5: CN1C[C@@H]2C[C@H](NC(=O)Nc3cccc(Cl)c3)CN2Cc2ccccc21
  A: -39; B: 0; C: 2; D: 5; E: 0; F: 11; G: -2; H: 6
6: COc1ccccc1N1CCN(C(=O)C2CCN(c3nc(NC(C)=O)ns3)CC2)CC1
  A: 11; B: -1; C: 1; D: 2; E: 3; F: 3; G: -30; H: 10
7: CCN1CCN(CC(=O)NCCc2ccc(OC)c(OC)c2)CC1
  A: 22; B: 0; C: 6; D: 1; E: 13; F: 8; G: 19; H: 9
8: CC(=O)Nc1ccc2nc(N3CCC(C(=O)N4CCN(C)CC4)CC3)cc(C)c2c1
  A: 22; B: 0; C: 4; D: 5; E: 13; F: 15; G: 31*; H: 15
9: O=S1(=O)c2ccccc2O[C@H]2CCN(Cc3ccccc3)CC[C@@H]2N1Cc1cccnc1
  A: 0; B: -5; C: -4; D: 0; E: -38; F: -2; G: -10; H: 6
10: CS(=O)(=O)N(CC(=O)N1CC(=O)Nc2ccccc21)c1ccccc1
  A: -7; B: -5; C: -2; D: -2; E: -4; F: -6; G: 2; H: -5
11: COCC(=O)N1CCC[C@@H]1Cn1c(C(F)(F)F)cc(=O)c2cc(C)ccc21
  A: 14; B: -2; C: -1; D: 2; E: 13; F: 12; G: 11; H: 13
12: COc1ccc(N(C)C(=O)Cc2noc3ccccc23)c(OC)c1
  A: 19; B: 1; C: 5; D: 2; E: 4; F: 1; G: 4; H: 6
13: Cn1cc(CN2C[C@@H](NC(=O)c3cscn3)[C@H]3OCCC[C@H]32)cn1
  A: -14; B: 1; C: -1; D: -1; E: -30; F: -7; G: -133; H: -4
14: COC(=O)CSc1nc(SCc2ccccc2)nc2sc3c(c12)CC(C)(C)OC3
  A: -18; B: 2; C: -23; D: 7; E: 4; F: 11; G: 0; H: 9
15: CCOC(=O)c1oc2ccc(S(=O)(=O)Nc3ccc4c(c3)COC4=O)cc2c1C
  A: -26; B: 6; C: 3; D: -2; E: -16; F: -6; G: 5; H: -10
16: COC[C@H]1CCCN1C(=O)CC[C@H]1CNC(=O)[C@@H]2[C@@H](CCN2CC2CC2)N1C
  A: 7; B: 0; C: -18; D: 7; E: -69; F: 2; G: 30; H: -1
17: O=C(Nc1ccc(F)cc1)c1c(O)c2cnn(Cc3ccccc3)c2[nH]c1=O
  A: -1; B: 6; C: 4; D: 0; E: 0; F: 3; G: 42*; H: 4
18: O=C1CCCC[C@]2(CN(C(=O)c3cnn4cccnc34)C[C@H]2c2ccccc2F)N1
  A: 14; B: -2; C: 4; D: 1; E: 6; F: 15; G: 17; H: 9
19: O=C1c2cccnc2C(Nc2ccccc2F)N1Cc1ccco1 (stereo unspecified)
  A: -61; B: -2; C: -7; D: 0; E: -31; F: -14; G: -20; H: -4
20: COc1ccc(-c2nnc(CN3CCN(c4ccccn4)CC3)o2)cc1
  A: 4; B: -1; C: 2; D: -1; E: -4; F: -1; G: 2; H: 3
21: COc1ccccc1C1CN2C(=O)CN(CCCCCO)C(=O)[C@]2(C)c2[nH]c3ccccc3c21 (stereo partly specified)
  A: -5; B: 3; C: -11; D: 3; E: 5; F: 6; G: -5; H: -6
22: O=C(Cc1ccccc1F)Nc1cc(S(=O)(=O)N2CCCCC2)ccc1N1CCOCC1
  A: 14; B: 0; C: 0; D: 1; E: -3; F: 0; G: -24; H: -1
23: CNC(=O)C1CN(C(=O)Nc2ccc3c(c2)CCC3)CC12CCCC2 (stereo unspecified)
  A: -24; B: -1; C: -12; D: -2; E: -8; F: -5; G: -8; H: -7
24: CN1CCN(C2=NCCN2S(=O)(=O)c2ccc(Cl)cc2)CC1
  A: 1; B: -2; C: -1; D: -2; E: -2; F: 2; G: 2; H: 1
25: Cc1ccc(C(=O)c2cn(CC(=O)Nc3ccc(F)c(F)c3)c3ccc(F)cc3c2=O)cc1
  A: -102; B: 12; C: 19; D: -3; E: -9; F: -18; G: -10; H: -40
26: O=C(CCc1nnc2ccc(N3CCCC3)nn12)N1CCC(Cc2ccccc2)CC1
  A: 15; B: -2; C: 0; D: -1; E: -1; F: 3; G: 4; H: 1
27: Cc1cccc(N(Cc2cc(=O)[nH]c3ccccc23)C(=O)c2ccc(Br)cc2)c1
  A: 12; B: 6; C: 13; D: 0; E: 21; F: 16; G: 27; H: 4
28: CCN(CC)c1ccc2ccc(C(=O)N3CCN(c4ccncc4)CC3)cn12
  A: 36*; B: -5; C: 5; D: 0; E: -10; F: 19; G: -184; H: 12
29: CCCNC(=O)C1CCc2nc(N3CCN(C(=O)C4CCC4)CC3)sc2C1 (stereo unspecified)
  A: 2; B: 1; C: 1; D: -3; E: -9; F: -10; G: 2; H: -11
30: COc1ccccc1CC(=O)N1C[C@@H](c2cccnc2)[C@@]2(CCCCC(=O)N2)C1
  A: 12; B: 0; C: -2; D: 1; E: 6; F: 5; G: 21; H: 6
31: COc1ccccc1-c1nc(C#N)c(N2CCN(C(=O)c3ccccc3)CC2)o1
  A: 47*; B: 2; C: -3; D: 0; E: 24; F: 15; G: 9; H: 6
32: Cc1cc(-c2ccc(S(=O)(=O)NC3CCCc4ccccc43)s2)on1 (stereo unspecified)
  A: -12; B: 3; C: 11; D: 1; E: 5; F: -2; G: 14; H: 3
33: O=C(NCc1cccc(Cl)c1)c1cc(CN2CCOCC2)on1
  A: 16; B: 2; C: 0; D: 1; E: -1; F: 0; G: 1; H: 0
34: CCC(C)NC(=O)c1c(O)c2cccc3c2n(c1=O)CC3 (stereo unspecified)
  A: 25; B: 2; C: -7; D: 2; E: 11; F: 13; G: 53*; H: 14
35: CN(C(=O)c1cccs1)c1nc2c(s1)CCc1occc1-2
  A: -5; B: 4; C: -14; D: 1; E: 37*; F: -21; G: 6; H: 0
36: O=C(Nc1ccc2c(c1)OCO2)N1CCN(Cc2ccc3nccnc3c2)CC1
  A: 4; B: -3; C: 3; D: 1; E: 3; F: 7; G: -15; H: 5
37: CN1CCc2nc(NC(=O)COc3ccccc3Cc3ccccc3)sc2C1
  A: -124; B: -3; C: -39; D: -19; E: -33; F: -13; G: -10; H: -51
38: CCCCN1C(=O)c2ccc(-c3ccco3)n2CC1(C)C(=O)NC1CCCCC1 (stereo unspecified)
  A: 15; B: 2; C: 5; D: 3; E: 5; F: 3; G: 28; H: 8
39: Cc1cc(O)c(=O)cc2c1C[C@H]1CC(C)(C)/C=C/C[C@@]3(C)Oc4cc(=O)c(O)cc(C)c4C[C@@H]3C[C@H](O)[C@]1(C)O2
  A: -161; B: 40*; C: 33*; D: 20; E: 40*; F: 4; G: 27; H: 33*
40: O=C1CCC[C@]2(CN(S(=O)(=O)CCc3ccncc3)C[C@H]2c2cccnc2)N1
  A: 26; B: 3; C: 5; D: 1; E: 22; F: 14; G: 29; H: -7
41: CC1(C(=O)NCc2ccccc2)Cn2c(cc3ccccc32)C(=O)N1C1CCCCC1 (stereo unspecified)
  A: 15; B: 5; C: 7; D: 5; E: 9; F: 0; G: 4; H: 11
42: Cn1cc(C(=O)NCc2ccccc2F)c(S(=O)(=O)N2CCCCC2)n1
  A: -20; B: 1; C: -16; D: -3; E: -49; F: -14; G: -348; H: -1
43: CCOC(=O)C1CCN(C(=O)CCc2nnc3ccc(N4CCCCC4)nn23)CC1
  A: -68; B: -4; C: -1; D: -1; E: -2; F: -16; G: 0; H: -19
44: Fc1ccc(CN2CCCC(c3cnc(Nc4cnccn4)cn3)C2)nc1 (stereo unspecified)
  A: -54; B: -12; C: -3; D: -8; E: -20; F: -14; G: -32; H: -14
45: COc1ccc(-c2cccc([C@H]3C[C@@H](NC(C)=O)[C@@H]4CCC[C@H]4O3)c2)cc1
  A: 0; B: -1; C: 0; D: -1; E: -16; F: -18; G: -19; H: -3
46: O=C(c1ccc(Cl)cc1)N1CCC2(CC1)OC(C(=O)N1CCOCC1)Cn1ccnc12 (stereo unspecified)
  A: -19; B: -7; C: 0; D: -3; E: -1; F: 4; G: -40; H: 3
47: Cc1cccc(Nc2ccccc2C(=O)OCC(=O)N(C)c2ccccc2)c1C
  A: -13; B: 9; C: 11; D: 9; E: 14; F: 6; G: 9; H: 3
48: Cc1ccc(NS(=O)(=O)c2cc(C(=O)NCc3ccc(S(N)(=O)=O)cc3)ccc2C)cc1
  A: -5; B: 4; C: -1; D: 1; E: -17; F: 9; G: -16; H: 3
49: O=C1CC(c2ccccc2)CC(=O)N1c1ccc(N2CCOCC2)cc1
  A: 17; B: 1; C: -15; D: 1; E: 10; F: 10; G: 23; H: 16
50: Cc1ccsc1C1CCCCCN1S(=O)(=O)c1ccccc1F (stereo unspecified)
  A: -22; B: 7; C: 6; D: 3; E: 10; F: -4; G: 32*; H: -4

(list continues)
Key to letters – A = USP30 inh; B = USP10 block; C = USP7 block; D = UCHL1 block; E = USP17 block; F = USP28 inh; G = USP8 inh; H = OTUD3 inh
51: COc1ccccc1-c1nc(CC(=O)NC2CCN(Cc3ccccc3)CC2)cs1
  A: -15; B: -4; C: -3; D: 0; E: -8; F: 0; G: -17; H: -10
52: CC(=O)c1ccc(NC(=O)CCS(=O)(=O)c2ccc3c(c2)SC(C)C(=O)N3)cc1 (stereo unspecified)
  A: -10; B: 1; C: -13; D: -1; E: -128; F: 9; G: -22; H: -2
53: C[C@@H]1CC[C@H](O)/C=C/C(=O)O[C@H](C)CC[C@H](O)/C=C/C(=O)O1
  A: -148; B: -5; C: -15; D: -16; E: -93; F: -42; G: -66; H: -45
54: O=c1[nH]c(=O)n(-c2ccc(F)cc2)c2c1CN(C1CCCCC1)CN2
  A: 16; B: 2; C: 4; D: 1; E: 20; F: 9; G: 18; H: 18
55: CCOc1ccc2[nH]c3c(=O)n(CCC4=CCCCC4)cnc3c2c1
  A: 17; B: 9; C: 10; D: 3; E: x; F: 15; G: 47*; H: 14
56: Cc1cccc(NC(=O)CSc2cc(C)c3cc(S(=O)(=O)N(C)C)ccc3n2)c1
  A: 16; B: -1; C: 6; D: 4; E: 8; F: 16; G: 2; H: 13
57: Cc1ccccc1Nc1nccc(C2CCCN(C(=O)C3CC3)C2)n1 (stereo unspecified)
  A: -5; B: 0; C: -3; D: 0; E: -10; F: -6; G: -1; H: 3
